aSyn UTR inh: MLPCN primary screen, SNCA 5' untranslated region | alpha-synuclein 5'UTR reporter, inhibitor activity | 0.82% of 300,000 active | inhibition, % (tested at 7.5 µM); in the data active = inhibition above about 60%; inconclusive = no clear call, values can overlap the other calls;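 also: H4 neuroglioblastoma cells stably carrying SNCA 5'UTR luciferase fusion; 0% = DMSO wells and 100% = positive control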
HIF act: HIF pathway transcriptional activation | U2OS HRE-luciferase reporter, luminescence; normalized: DMSO 0%, desferrioxamine 100% | activation, % at 7.5 µM (by protocol) | 0.32% of 300,000 active | AID 1910;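 active = mean activation of at least 10% of the iron chelator positive control signal, with at least half of replicates also reaching 10%; inconclusive = mean and replicate majority disagree about reaching 10%; inactive = mean and most replicates under 10%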
HSF1 activator: increases HSF-1 driven luciferase reporter signal; NIH3T3-HGL HSF-1 luciferase reporter, MG132, 8 h; 100% = twice DMSO control signal; activation, % at 9 µM; 1.7% of 300,000 active; AID 504408;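 active = mean replicate activation of at least 50% with a set share of replicates each reaching 50%; inconclusive = only one of those two conditions met; inactive = mean below 50% and too few replicates reaching it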;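 also: 0% = median of the neutral control wells and 100% = twice that signal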
AI-2 QS mod: Vibrio harveyi AI-2 quorum sensing modulation; 0.4% of 300,000 active; Vibrio harveyi JMH597 AI-2 luminescence/OD600 ratio, 9 h; active compounds read low; strain lacks LuxN and CqsS sensors; 0 = neutral-control median; activity change, % at 7.5 µM; in the data active = activity change below about -75%, passing the limit was not always enough; inconclusive = no clear call, values can overlap the other calls;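 also: luminescence divided by OD600 gain over 9 h not by final OD600 alone; inactives centre near 13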
HSF1 inhib: HSF1 inhibition; 0.77% of 300,000 active; activity change, negative = inhibition, % at 7.5 µM (by protocol); NIH3T3-HGL HSE-luciferase, MG132-induced, luminescence 8 h; active compounds read low; AID 2098;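 active = more than half of replicate wells show activity change below -50%, luminescence cut by over half; inconclusive = some wells, but at most half, below -50%; inactive = no replicate well below -50%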;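 also: luciferase reports HSF-1 transcriptional activity via heat shock element; 0% = median of DMSO wells and -100% = zero luminescence signal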
HSP90 inh: HSP90 refolding inhibition in rabbit reticulocyte lysate | luciferase refolding luminescence, 3 h | inhibition, % at 5.6 µM | 0.91% of 290,000 active | AID 1789;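 active = inhibition above the screen-wide mean plus 3 SD, computed separately per campaign, cut at about 16% in these data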;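 also: 0% = DMSO wells and 100% = 60 µM geldanamycin wells; inhibitors lower the luminescence because luciferase stays unfolded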
IEC-6 cytotox: IEC-6 cytotoxicity, counter-screen for KLF5 inhibitors. luminescence viability. AID 1825. inhibition, % at 5 µM. 0.78% of 290,000 active; in the data active = inhibition above about 22%;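 also: 0% = plate median of test compound wells and 100% = cytotoxic reference compound wells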
Platelet DG rel: modulates dense granule release in human platelets. 0.22% of 300,000 active. human platelet-rich plasma, SFLLRN dense granule ATP release, luminescence. inhibition, %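 (compounds screened at 7.5 µM in platelet-rich plasma)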. AID 1663;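 active = mean replicate score, as percent of positive control, at or above 50; inconclusive = mean below 50 but at least one replicate at or above 50; inactive = mean and every replicate below 50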
KLF5 inh: inhibitors of KLF5 expression. 0.23% of 290,000 active. AID 1700. DLD-1 KLF5 promoter-luciferase reporter, luminescence. inhibition, % at 5 µM;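 active = inhibition above a per-plate limit of that plate's mean compound inhibition plus 3 SD, cut at about 60% in these data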;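 also: 0% = DMSO wells and 100% = LY294002 at 200 µM; higher means less KLF5 promoter-driven luciferase light; inactives centre near -14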
HDAC3 inhib: blocks human histone deacetylase 3 | AID 2718 | 0.15% of 320,000 active | O15379 | inhibition, % at 8.3 µM | recombinant HDAC3, fluorogenic peptide/trypsin coupled, fluorescence; in the data active = inhibition above about 26%, passing the limit was not always enough; inconclusive = no clear call, values can overlap the other calls
Target sequence (O15379 whole entry, looked up): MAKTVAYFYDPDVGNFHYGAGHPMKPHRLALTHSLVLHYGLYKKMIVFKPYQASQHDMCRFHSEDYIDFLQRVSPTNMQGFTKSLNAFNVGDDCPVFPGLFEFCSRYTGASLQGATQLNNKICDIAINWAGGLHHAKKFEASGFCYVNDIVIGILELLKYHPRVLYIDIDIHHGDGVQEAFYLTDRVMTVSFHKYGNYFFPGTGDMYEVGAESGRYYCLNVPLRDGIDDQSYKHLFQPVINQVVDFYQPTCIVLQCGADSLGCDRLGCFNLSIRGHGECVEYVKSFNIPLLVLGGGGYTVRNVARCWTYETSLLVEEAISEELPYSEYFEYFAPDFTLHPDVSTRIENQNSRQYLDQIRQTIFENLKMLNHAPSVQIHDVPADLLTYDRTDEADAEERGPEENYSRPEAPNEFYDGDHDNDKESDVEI
Starred values were filed as active, the others as inactive; ? = inconclusive; · = no result given.

Sample of the layout:
SMILES	aSyn UTR inh	HIF act	HSF1 activator	AI-2 QS mod	HSF1 inhib	HSP90 inh	IEC-6 cytotox	Platelet DG rel	KLF5 inh	HDAC3 inhib
Cc1ccc(C)c(OCc2cc(C(=O)N3CC[C@@H]4CCCC[C@H]4C3)no2)c1	-46.4	2.5	10.7	8.4	13.0	0.5	0.0	1.4	-68.6	-0.7
O=C(c1cc(-c2cccc(O)c2)on1)N1CCCC1	-106.5	0.5	24.6	18.0	8.9	10.2	-7.3	7.7	-106.2	4.0

The whole of this part (from the top)
SMILES	aSyn UTR inh	HIF act	HSF1 activator	AI-2 QS mod	HSF1 inhib	HSP90 inh	IEC-6 cytotox	Platelet DG rel	KLF5 inh	HDAC3 inhib
Cc1ccc(C)c(OCc2cc(C(=O)N3CC[C@@H]4CCCC[C@H]4C3)no2)c1	-46.4	2.5	10.7	8.4	13.0	0.5	0.0	1.4	-68.6	-0.7
O=C(c1cc(-c2cccc(O)c2)on1)N1CCCC1	-106.5	0.5	24.6	18.0	8.9	10.2	-7.3	7.7	-106.2	4.0
CCCOc1ccc(NC(=O)C2CC(=O)N(C)C(=Nc3cccc(OC)c3)S2)cc1 (stereo not drawn)	2.7	-0.5	8.4	-0.5	-0.5	2.5	-2.1	-1.4	-87.8	16.2
CCOC(=O)CN1CCc2c(C)nc3c(-c4ccc(OC)c(OC)c4)cnn3c21	9.4	0.2	7.6	35.8	4.7	3.3	-2.3	-0.3	-7.8	5.6
CC(C)CN(C(=O)COC(=O)CCCc1nc2ccccc2s1)c1c(N)n(Cc2ccccc2)c(=O)[nH]c1=O	-14.3	1.6	1.1	11.4	0.6	·	·	-10.5	·	?
CCCN(CCC)CCN1C(=O)C2C(C(=O)Nc3cccc(SC)c3)C3C=CC2(O3)C1C(=O)NC1CCCCC1 (stereo not drawn)	-0.7	-0.8	-7.1	·	-7.2	-2.5	-5.1	-3.8	-30.0	-3.7
COCCN(CCOC)C(=S)Nc1ccccc1Cl	12.8	-0.1	12.2	10.0	-1.7	-1.7	-4.1	-7.8	-26.5	-0.8
Cc1cc(C(F)(F)F)nn1Cc1n[nH]c(=S)n1-c1cccc(Cl)c1	17.9	0.0	11.8	5.4	-2.6	-0.5	-9.8	9.4	-4.7	0.4
COc1ccc(CNC(=O)CN(Cc2ccc(Cl)cc2)S(=O)(=O)c2ccccc2)cc1	27.4	-0.1	9.9	28.0	4.1	5.2	3.5	-2.3	-15.2	5.2
COc1ccc(S(=O)(=O)NCC(=O)Nc2cccc(C)c2C)cc1OC	17.9	-0.2	-2.1	25.7	0.6	1.3	7.8	-0.5	0.8	-0.5
COC(=O)C1(Cc2cc(-c3ccc([N+](=O)[O-])cc3)no2)CCN(C(=O)OC(C)(C)C)CC1	0.4	-0.2	9.7	44.9	-0.2	·	·	6.9	·	10.9
Cc1ccc(NC(=O)C2CCCN(S(=O)(=O)c3c(C)noc3C)C2)cc1F (stereo not drawn)	18.2	-0.9	-4.8	17.7	0.9	-1.6	11.0	-1.3	-16.0	0.3
Cc1cc(Cl)nc(Cl)c1C(=O)NCc1ccc(Cl)cc1	7.4	3.5	-13.6	12.5	-1.3	1.4	0.9	1.7	-11.1	-0.9
O=C(COC(=O)Cc1ccccc1F)NCCNC(=O)COC(=O)Cc1ccccc1F	-5.3	-0.3	2.1	6.1	-6.0	·	·	-23.5	·	4.3
O=C(NCCCN1CCCC1=O)c1ccc2c(c1)ncn2C1CCCCC1	-5.3	-0.1	-2.6	13.4	-3.0	-1.6	-1.3	-8.8	-6.8	-1.7
Cc1nn(-c2ccccc2)c2c1C(c1ccc(O)c(O)c1)N1C(=N2)C(Nc2ccccc2)=Nc2ccccc21 (stereo not drawn)	9.6	-0.3	1.1	74.6	0.0	-0.8	2.5	2.1	-16.6	3.8
Cc1c(C(=O)NCCSCc2c(Cl)cccc2Cl)cccc1[N+](=O)[O-]	5.0	-0.4	-7.7	8.5	-2.5	2.1	0.7	-5.6	-28.8	4.9
Cc1cc(C(=O)N/N=C/c2cccc3ccccc23)c(C)o1	-62.0	0.2	42.0	45.4	25.6	1.3	6.4	1.8	-60.5	16.4
CC1(C)Cc2nc3sc4c(N5CCCC5)nnnc4c3cc2CO1	0.9	-0.1	-7.4	0.8	-3.1	2.1	-0.3	-0.5	-0.9	10.5
COCCN(C(=S)Nc1c(C)cc(C)cc1C)C(C)c1cccs1 (stereo not drawn)	4.7	-0.1	0.0	27.5	-5.2	-0.3	-5.9	15.9	6.7	10.7
COc1cc(OC)c(OC)cc1/C=N/N(C)c1ccccc1	10.9	0.1	19.9	19.2	4.9	0.5	0.0	-0.6	-41.5	-5.6
Cc1ccc2nc(-c3ccccc3)cc(C(=O)N(C)CC(=O)Nc3ccccc3Br)c2c1	-24.5	-0.2	-0.4	38.4	-3.3	·	·	12.6	·	-4.5
COc1ccc(S(=O)(=O)N(CC(=O)N2CCOCC2)Cc2ccccc2)cc1	12.6	-0.1	-4.2	8.8	1.9	2.5	-1.2	0.5	-19.6	0.9
CCC(Oc1ccc(C)c(C)c1)C(=O)O (stereo not drawn)	0.4	0.1	8.6	16.2	-6.7	-0.7	-0.8	10.7	12.5	10.7
O=C(c1cccc(N2C(=O)C3CC=CCC3C2=O)c1)N1CCCCCC1 (stereo not drawn)	11.8	-0.5	-13.5	22.2	-7.9	2.5	3.6	-0.7	-11.1	·
NC(=O)CC(NC(=O)c1ccccc1)c1ccc(NC2CCCCCCC2)c([N+](=O)[O-])c1 (stereo not drawn)	1.9	1.0	3.9	28.8	10.8	-3.0	-3.6	2.5	-9.3	7.9
O=c1c2ccccc2c(-c2ccccc2)nn1-c1cc(Cl)cc(Cl)c1	-20.5	-0.2	28.7	6.3	-2.5	0.4	5.3	4.4	1.9	5.3
CCc1noc(C)c1C(=O)Nc1cc(Cl)ccc1N1CCOCC1	-6.9	-0.1	-2.9	14.0	-5.9	·	·	6.5	·	-1.3
CCOC(=O)c1cccc(NC(=O)CN(C)S(=O)(=O)c2cnc[nH]2)c1	-10.9	-0.1	4.0	24.8	7.3	-3.1	0.4	4.8	-11.1	-13.5
Cc1nc2ccc3nc(NC(=O)C4COc5ccccc5O4)sc3c2s1 (stereo not drawn)	3.1	0.7	7.6	43.8	19.9	1.2	3.4	0.5	-1.1	5.9
C[C@@H](NCCc1ccc(O)cc1)[C@@H](O)c1ccc(O)cc1	0.1	-0.6	-4.2	-9.4	2.0	·	·	7.3	·	0.9
Cc1ccc(Cn2c(=O)sc3ccccc3c2=O)cc1	19.2	1.3	5.5	14.1	4.8	0.3	-4.4	8.3	11.4	-2.7
Nc1c(C(=O)Nc2ccc(Cl)cc2)oc2ccccc12	-252.7	3.5	31.3	33.2	25.6	-4.2	1.5	-11.7	-173.4	-1.3
Cc1ccc(CN(C(=O)c2csnn2)C(C(=O)NC2CCCC2)c2ccco2)cc1 (stereo not drawn)	15.7	-0.5	9.9	4.2	-1.6	2.2	-4.2	?	-11.9	-2.4
CCCCCN(C(=O)CCC(=O)OCc1ccc(Cl)cc1Cl)c1c(N)n(CCCC)c(=O)[nH]c1=O	28.8	0.2	12.0	9.6	8.5	·	·	11.3	·	0.9
O=C(NCc1ccc(Cl)cc1)c1cc([N+](=O)[O-])ccc1Cl	-32.1	-0.3	15.6	11.5	4.6	-2.0	-1.7	15.1	5.8	4.7
COc1ccc(C2C(C(=O)N3CCOCC3)CCC(=O)N2c2ccc(OC)cc2)cc1 (stereo not drawn)	11.8	0.1	-6.2	11.3	1.8	2.9	0.3	0.6	10.2	-3.5
NC(Cc1c[nH]c2ccc(OCc3ccccc3)cc12)C(=O)O (stereo not drawn)	-6.2	1.4	2.5	6.0	-0.1	5.2	2.9	4.4	-23.2	-0.5
N#Cc1cc([N+](=O)[O-])ccc1NCC1CCCO1 (stereo not drawn)	2.4	0.0	5.7	9.2	0.5	0.9	-1.6	2.6	-6.8	-7.4
CC(C)CC(=O)c1c[nH]c(C(=O)NCc2ccccc2)c1	-6.3	1.9	-6.6	1.4	1.4	1.5	3.4	10.3	-4.3	-3.3
O=C(CSc1nnc2scc(-c3ccccc3)n12)c1ccc2c(c1)OCCO2	-19.6	0.1	1.5	21.6	-1.9	0.3	-5.7	0.7	-26.0	-0.5
Cc1cccc(-n2c(=O)[nH]c3c(C(N)=O)nc(CC(C)C)nc32)c1	21.2	-0.2	-9.3	14.4	8.6	2.3	4.4	-1.8	-42.1	-8.9
COC(=O)c1sc(NC(=O)COc2ccc(OC)cc2)nc1C	-45.3	0.1	-3.4	13.0	-3.7	-1.0	3.8	7.7	-26.8	-6.2
COCCC(=O)N1CCC(Oc2ccc(C(=O)NCc3nccn3C)cc2)CC1	12.4	-0.3	-4.8	6.3	-9.9	1.2	-5.5	-5.0	-22.8	1.8

Twelve entries already listed, sorted by molecular weight, rising:
SMILES	aSyn UTR inh	HIF act	HSF1 activator	AI-2 QS mod	HSF1 inhib	HSP90 inh	IEC-6 cytotox	Platelet DG rel	KLF5 inh	HDAC3 inhib
N#Cc1cc([N+](=O)[O-])ccc1NCC1CCCO1 (stereo not drawn)	2.4	0.0	5.7	9.2	0.5	0.9	-1.6	2.6	-6.8	-7.4
Cc1ccc(Cn2c(=O)sc3ccccc3c2=O)cc1	19.2	1.3	5.5	14.1	4.8	0.3	-4.4	8.3	11.4	-2.7
CC(C)CC(=O)c1c[nH]c(C(=O)NCc2ccccc2)c1	-6.3	1.9	-6.6	1.4	1.4	1.5	3.4	10.3	-4.3	-3.3
Nc1c(C(=O)Nc2ccc(Cl)cc2)oc2ccccc12	-252.7	3.5	31.3	33.2	25.6	-4.2	1.5	-11.7	-173.4	-1.3
NC(Cc1c[nH]c2ccc(OCc3ccccc3)cc12)C(=O)O (stereo not drawn)	-6.2	1.4	2.5	6.0	-0.1	5.2	2.9	4.4	-23.2	-0.5
O=C(NCc1ccc(Cl)cc1)c1cc([N+](=O)[O-])ccc1Cl	-32.1	-0.3	15.6	11.5	4.6	-2.0	-1.7	15.1	5.8	4.7
Cc1nc2ccc3nc(NC(=O)C4COc5ccccc5O4)sc3c2s1 (stereo not drawn)	3.1	0.7	7.6	43.8	19.9	1.2	3.4	0.5	-1.1	5.9
COCCC(=O)N1CCC(Oc2ccc(C(=O)NCc3nccn3C)cc2)CC1	12.4	-0.3	-4.8	6.3	-9.9	1.2	-5.5	-5.0	-22.8	1.8
O=C(CSc1nnc2scc(-c3ccccc3)n12)c1ccc2c(c1)OCCO2	-19.6	0.1	1.5	21.6	-1.9	0.3	-5.7	0.7	-26.0	-0.5
COc1ccc(C2C(C(=O)N3CCOCC3)CCC(=O)N2c2ccc(OC)cc2)cc1 (stereo not drawn)	11.8	0.1	-6.2	11.3	1.8	2.9	0.3	0.6	10.2	-3.5
Cc1ccc(CN(C(=O)c2csnn2)C(C(=O)NC2CCCC2)c2ccco2)cc1 (stereo not drawn)	15.7	-0.5	9.9	4.2	-1.6	2.2	-4.2	?	-11.9	-2.4
CCCCCN(C(=O)CCC(=O)OCc1ccc(Cl)cc1Cl)c1c(N)n(CCCC)c(=O)[nH]c1=O	28.8	0.2	12.0	9.6	8.5	·	·	11.3	·	0.9
